Compound activity as filed in PubChem BioAssay.
PhoP inhibition = PhoP-dependent GFP reporter repression – Salmonella Typhimurium, primary screen (AID 1863); S. Typhimurium PhoP-regulated promoter GFP reporter, 4 h; higher % means a stronger effect; inhibition, % at 50 µM; hits with a dose series show IC50 in µM; 0.16% of 300,000 active;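 active = inhibition over 29.93%, a cutoff 3 SD above the screen mean, later confirmed by dose response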;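 also: 0% = low Mg2+ inducing control and 100% = high Mg2+ repressing control; strong numbers were not always called active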
Large T inhibition = SV40 large T antigen inhibitors, biochemical (AID 1903) | SV40 large T antigen ATPase/helicase inhibition assay; higher % means a stronger effect | one-dose inhibition, % at 20 µM; IC50 in µM for titrated hits | 0.39% of 310,000 active; in the data active = a potency from the dose series; also: strong numbers were not always called active
RSV antiviral HEp-2 = inhibition of RSV-induced cytopathic effect – HEp-2 cells, primary 10 µM value included (AID 2391). HEp-2 cells, RSV-induced CPE inhibition; higher % means a stronger effect. 0.13% of 310,000 active. one-dose CPE inhibition, % at 10 µM; IC50 in µM for titrated hits; in the data active = a potency from the dose series; also: strong numbers were not always called active
NS5 inhibitors = Dengue-2 NS5 methyltransferase inhibitors, primary screen, biochemical, confirmation dose response (AID 588689). Dengue-2 NS5 methyltransferase capping enzyme assay, biochemical; higher % means a stronger effect. one-dose inhibition, % at 25 µM; IC50 in µM for titrated hits. 0.3% of 340,000 active; in the data active = a potency from the dose series
GPR35 antagonists = inhibition of zaprinast-stimulated GPR35 beta-arrestin translocation – imaging, U2OS, beta-arrestin-GFP, zaprinast agonist, primary screen (AID 2058) | U2OS GPR35 beta-arrestin-GFP translocation imaging, zaprinast antagonism; higher % means a stronger effect | inhibition, % at 10 µM, or IC50 in µM where a hit was titrated | 0.052% of 290,000 active;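 active = inhibition of at least 50% with at least 30 cells and total cytoplasm GFP at most 10,000,000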
Rac1 GTP hydrolysis = MgcRacGAP GTPase-activating activity inhibitors, confirmation, biochemical, ADP Hunter fluorescence; MgcRacGAP-stimulated Rac1 GTP hydrolysis, ADP Hunter fluorescence; higher % means a stronger effect; GST-tagged Rac1 F28L mutant substrate; AID 624330; one-dose inhibition, % at 30 µM; IC50 in µM for titrated hits; 0.6% of 340,000 active;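 active = first-screen hits whose inhibition reached a set limit at any dose in the follow-up dose series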;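 also: fluorescence reports GDP produced by GAP-driven GTP hydrolysis; strong numbers were not always called active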
HIV fusion peptide = inhibitors of HIV fusion peptide binding, primary screen, biochemical, uHTS, fluorescence dequenching (AID 1986) | cell-free peptide binding, fluorescence dequenching, 30 min; higher % means a stronger effect | inhibition, % at 20 µM, or IC50 in µM where a hit was titrated | 0.3% of 290,000 active; in the data active = inhibition mostly above about 52%, no sharp cut-off; inactive = mostly below about 76%; also: some results filed as inactive read as strong as hits
GPR55 LPI antagonism = inhibition of LPI-stimulated GPR55 beta-arrestin translocation – imaging, U2OS, beta-arrestin-GFP, LPI agonist, primary screen (AID 2013); U2OS GPR55 beta-arrestin-GFP translocation imaging, LPI antagonism; higher % means a stronger effect; inhibition, % at 10 µM, or IC50 in µM where a hit was titrated; 0.13% of 290,000 active;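 active = spots per cell inhibited over 60%, with over 100 cells counted and total cytoplasm intensity under 500,000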;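 also: U2OS cells stably carrying GPR55 and arrestin-GFP stimulated by 5 µM LPI near EC80; imaged beta-arrestin-GFP aggregate spots per cell after agonist stimulation; plate controls were LPI-stimulated DMSO wells for no effect and DMSO wells without LPI for full effect; some results filed as inactive read as strong as hits; confirmed hits need IC50 under 10 µM and bright autofluorescent wells are also inconclusive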
UTI89 phage lysis = protection from phage-mediated lysis, alamar blue read-out – E. coli UTI89, K1F phage, bacterial capsule biogenesis inhibitors (AID 488966). inhibition, % at 100 µM, or IC50 in µM where a hit was titrated. 0.02% of 340,000 active. E. coli UTI89 K1F phage lysis, alamar blue, 2 h; higher % means a stronger effect;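 active = phage lysis inhibition, versus mean bacterial control, above a set limit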;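 also: capsule biogenesis inhibitors block K1F phage lysis so surviving cells raise fluorescence; higher fluorescence means more inhibition of phage lysis; actives were called in the ten point dose series up to 300 µM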
The depositor's hits bear a star. These rows are one share of the data, so the mix of outcomes need not match the whole.

Second line of a record – NS5 inhibitors	RSV antiviral HEp-2	PhoP inhibition	GPR35 antagonists	HIV fusion peptide	Rac1 GTP hydrolysis	Large T inhibition	UTI89 phage lysis	GPR55 LPI antagonism
#1 COc1ccc(-c2cc(=O)oc3c(C)c(OC(C)C(=O)N4C[C@H]5C[C@@H](C4)c4cccc(=O)n4C5)ccc23)cc1 (stereo partly specified)
  -3.6%	-0.6%	-14.9%	0.9%	0.3%	8.2%	11.4%	0.4%	7.7%
#2 O=C1NC(=O)N(CCC2=CCCCC2)C(=O)/C1=C\c1cccs1
  8.0%	3.7%	-2.4%	-20.6%	28.0%	8.1%	24.3%	-7.4%	6.3%
#3 C[C@@H]1CC[C@H]2[C@@H](C)C(=O)O[C@@H]3O[C@@]4(C)CC[C@@H]1[C@]32OO4
  2.1%	4.0%	5.6%	16.1%	0.4%	0.8%	5.6%	0.7%	5.8%
#4 O=C1CN=C(c2ccc(F)cc2)c2oc3ccccc3c2N1
  4.6%	1.1%	-5.8%	-0.7%	1.3%	0.1%	10.4%	0.5%	1.1%
#5 C=C(CC1CC(O)[C@]2(C)OC3CC4OC5C[C@]6(C)O[C@]7(C)CCC8OC9C[C@]%10(C)OC%11C(C)=CC(=O)OC%11CC%10OC9C[C@@H](C)C8OC7CC6O[C@]5(C)C/C=C\C4OC3CC2O1)C(=O)O (stereo partly specified)
  -11.2%	4.4%	-5.1%	5.5%	3.4%	2.1%	6.8%	1.2%	-3.9%
#6 Cc1cccc(N2C(=O)NC(=O)/C(=C\c3ccc4c(c3)CCCN4Cc3ccccc3)C2=O)c1
  1.4%	2.5%	8.2%	21.4%	48.8%	15.8%	27.5%	3.5%	27.9%

Arranged by heavy-atom count (rising): part of the list above
Second line of a record – NS5 inhibitors	RSV antiviral HEp-2	PhoP inhibition	GPR35 antagonists	HIV fusion peptide	Rac1 GTP hydrolysis	Large T inhibition	UTI89 phage lysis	GPR55 LPI antagonism
#6 Cc1cccc(N2C(=O)NC(=O)/C(=C\c3ccc4c(c3)CCCN4Cc3ccccc3)C2=O)c1
  1.4%	2.5%	8.2%	21.4%	48.8%	15.8%	27.5%	3.5%	27.9%
#1 COc1ccc(-c2cc(=O)oc3c(C)c(OC(C)C(=O)N4C[C@H]5C[C@@H](C4)c4cccc(=O)n4C5)ccc23)cc1 (stereo partly specified)
  -3.6%	-0.6%	-14.9%	0.9%	0.3%	8.2%	11.4%	0.4%	7.7%
#5 C=C(CC1CC(O)[C@]2(C)OC3CC4OC5C[C@]6(C)O[C@]7(C)CCC8OC9C[C@]%10(C)OC%11C(C)=CC(=O)OC%11CC%10OC9C[C@@H](C)C8OC7CC6O[C@]5(C)C/C=C\C4OC3CC2O1)C(=O)O (stereo partly specified)
  -11.2%	4.4%	-5.1%	5.5%	3.4%	2.1%	6.8%	1.2%	-3.9%
